uPA surface inh – inhibitors of cell surface uPA generation. actives 0.31% (n = 330,000). cell surface uPA generation assay, qHTS. AID 540303. Potency, µM (doses to about 38.3 µM), without a hit: at the top dose activity change, negative = inhibition, hits mostly inhibitors; active = well fitted inhibition curve with a large enough effect; inconclusive = small, poorly fitted or top-dose-only effect; inactive = no such curve, though single readings can be large or run the other way; tested in mouse RAW 264.7 cells; also: % is scaled to controls: 0 for no effect and ±100 for the full control effect; nearly all actives have a fitted effect of over 55% in size
BRCA1 expr up – activators of BRCA1 expression; MCF7-BRCA1-FFLuc reporter, luminescence, 48 h; response scale: scaled: vehicle 0%, 10 µM genistein 100%; Potency, µM (titrated, usually from 46.1 µM), for the others: at the highest dose activation, most hits filed as activators; actives 1.1% (n = 380,000); also: nearly all actives have a fitted effect of over 80% in size; some results filed as inactive show a strong effect at the top dose
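MCF7-BRCA1-FFLuc, 2000 cells/well; 2 h attach, 37 °C/5% CO2; compound 48 h; luciferase substrate 15 min; luminescence end-point. Norm. to genistein 10 microM max activation and DMSO; concentration-response curves fitted.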
p53 reactivator – restores transcriptional activity of mutant p53; H1299 p53-A138V BP100-luciferase reporter, luminescence, 24 h; Potency, µM (top dose mostly 92.2 µM), without a hit: at the top dose activity change, positive = activation, actives largely listed as activators; actives 0.063% (n = 320,000); also: % of control where 0% means no effect; nearly all actives have a fitted effect of over 45% in size
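H1299 (p53-null), stable ts p53-A138V + BP100-Luc; 1000 cells/well, Opti-MEM/10% FBS; cpd 4 pt, 1:5; 24 h, 37 deg C, 5% CO2; detection reagent 10 min RT; luminescence.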
ELG1 genotoxic – inducers of genotoxicity in HEK293T ELG1-luciferase cells. HEK293T ELG1-luciferase reporter, luminescence, 16 h. Potency, µM (series often up to 46 µM), for inactives: at the top dose activity change, positive = activation, hits mostly activators. actives 1.3% (n = 330,000); also: % of control where 0% means no effect; nearly all actives have a fitted effect of over 60% in size
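Quantitative HTS format in 1536-well plates. HEK293T ELG1-luciferase reporter cells receive test compound and are incubated 16 hr at 37 °C, 5% CO2; ONE-Glo added, 30 min room temperature, then luminescence read.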
* marks the source's active call; other numbers are inactive results; ? = inconclusive; & = joins results of further samples. Unless noted, calls follow the shape of the dose curve; as a rule, active = well fitted activation curve with a large enough effect; inconclusive = small, poorly fitted or top-dose-only effect; inactive = no such curve, though single readings can be large or run the other way. Potency is read from the fitted curve at half-maximal effect. Not all compounds are listed; rates above refer to the full screens.

Structure | BRCA1 expr up | ELG1 genotoxic | uPA surface inh | p53 reactivator
COc1ccc(NC(=O)CN(C)C(=O)C2(c3ccccc3)CCCC2)cc1 | -76% | -17% | -4% | -1%
CC(=O)Nc1ccc(S(=O)(=O)N[C@@H](C)C(=O)NC2CCCc3ccccc32)cc1 (some centres not stated) | 1% | -2% | 7% | 0%
CCCOc1ccc(-c2cc3onc(-c4ccccc4)c3c(=O)n2C)cc1 | ? | ? | -7% | 47%
CCCC(C)C1c2c(c(C)c(C)oc2=O)Oc2c(C)c(C)oc(=O)c21 (configuration not stated) | -19% | 0% | 5% | -3%
COc1ccc(C(=O)OCC(=O)c2ccc3[nH]c(=O)[nH]c3c2)c(OC)c1OC | -5% | 9% | -8% | -1%
CC(C)(O)c1cc2ccc(C#CCCN3C(=O)c4ccccc4C3=O)cc2c(=O)o1 | -6% | 5% | 9% | -3%
O=C(Nc1ccccc1N1CCOCC1)C1CCCO1 (configuration not stated) | -11% | 3% | 2% | 4%
COCCNC(=O)c1cc(-c2ccccc2C)n(CC2CC(c3cccc([N+](=O)[O-])c3)=NO2)n1 (configuration not stated) | 0% | -1% | 9% | -5%
COc1ccc([N+](=O)[O-])cc1NC(=O)COC(=O)Cn1cnc2ccccc2c1=O | 0% | 1% | -4% | 3%
Cc1noc(C)c1NC(=O)N(C)C[C@@H]1Oc2ccc(NS(=O)(=O)c3c(C)noc3C)cc2C(=O)N([C@H](C)CO)C[C@H]1C | 0% | 4% | 5% | 1%
Cc1noc(C)c1S(=O)(=O)N(C)C[C@H]1Oc2ccc(NC(=O)C3CCCCC3)cc2C(=O)N([C@H](C)CO)C[C@@H]1C | 0% | 6% | 5% | -3%
C[C@@H]1COC(=O)[C@@H](Cc2ccc(F)cc2)CC/C=C\C[C@@H](CC(=O)NCCO)C(=O)N1 | -4% | 1% | -1% | 2%

Shown with values under each structure: five of the compounds above
Order of results: BRCA1 expr up | ELG1 genotoxic | uPA surface inh | p53 reactivator
- CCCOc1ccc(-c2cc3onc(-c4ccccc4)c3c(=O)n2C)cc1
  ? | ? | -7% | 47%
- C[C@@H]1COC(=O)[C@@H](Cc2ccc(F)cc2)CC/C=C\C[C@@H](CC(=O)NCCO)C(=O)N1
  -4% | 1% | -1% | 2%
- CC(=O)Nc1ccc(S(=O)(=O)N[C@@H](C)C(=O)NC2CCCc3ccccc32)cc1 (some centres not stated)
  1% | -2% | 7% | 0%
- CC(C)(O)c1cc2ccc(C#CCCN3C(=O)c4ccccc4C3=O)cc2c(=O)o1
  -6% | 5% | 9% | -3%
- CCCC(C)C1c2c(c(C)c(C)oc2=O)Oc2c(C)c(C)oc(=O)c21 (configuration not stated)
  -19% | 0% | 5% | -3%

Additional structures.
Structure | BRCA1 expr up | ELG1 genotoxic | uPA surface inh | p53 reactivator
CC(C)(C)C(=O)Nc1ccc(C(=O)COC(=O)c2ccccn2)cc1 | 3% | 3% | -2% | 15%
Cc1cc(C(=O)OCC(=O)Nc2cccc(S(N)(=O)=O)c2)c(C)o1 | 1% | -1% | -1% | 3%
COc1cc(NC(=O)c2cc(-c3ccccc3)nc3c2cnn3C(C)C)cc(OC)c1OC | -63% | -14% | 1% | -4%
CCN(C[C@H]1N[C@@](CC)(C(=O)OC)[C@H]2C(=O)N(Cc3ccccc3)C(=O)[C@@H]12)C(=O)C1CCCCC1 | -11% | -6% | 1% | -6%
COc1ccc(CCNC(=O)CSc2nc3scc(-c4ccccc4)c3c(=O)[nH]2)cc1 | -66% | -1% | 0% | 1%
CC(=O)c1ccc(NC(=O)COC(=O)/C=C/c2cccs2)cc1 | -12% | -3% | 3% | 4%
CC[C@@]1(C(=O)OC)N[C@H](CN(C)C(=O)COc2ccccc2)[C@@H]2C(=O)N(C)C(=O)[C@@H]21 | 7% | 1% | 15% | 4%
COc1cccc2cc(C(=O)OCC(=O)N3CC(C)OC(C)C3)c(=O)oc12 (configuration not stated) | -3% | ? | -2% | ?
COC(=O)[C@]1(Cc2ccccc2)N[C@H](CN(C)C(=O)Nc2ccccc2)[C@@H]2C(=O)N(C)C(=O)[C@@H]21 | -11% | 1% | 9% | 6%
CCN(C[C@H]1N[C@@](Cc2ccccc2)(C(=O)OC)[C@H]2C(=O)N(Cc3ccccc3)C(=O)[C@@H]12)S(=O)(=O)c1ccc(C(C)(C)C)cc1 | -14% | 1% | 19% | 4%
CSc1nc(N)nc2c1ncn2CC(=O)N[C@H](C)c1cccc2ccccc12 | -6% | -8% | 11% | -4%
CCOc1ccccc1NC(=O)COC(=O)c1cc(C)oc1C | -8% | 3% | -12% | -4%
NS(=O)(=O)c1cccc(C(=O)OCC(=O)NC2CCCc3ccccc32)c1 (configuration not stated) | 1% | 1% | 10% | 2%
COC(=O)c1c(-c2ccc(OC)cc2)sc2ccc(N3CCOCC3)cc12 | 7% | 4% | -3% | 7%
COc1cc(/C=C/C(=O)OC(C)C(=O)Nc2ccc(Cl)cn2)ccc1OC(F)F (configuration not stated) | -19% | 1% | 1% | -10%
COc1ccccc1N(C)S(=O)(=O)c1ccc(C(=O)Nc2ccc(C(N)=O)cc2)cc1 | -43% | -5% | -5% | -10%
C[C@H](CO)N1C[C@H](C)[C@@H](CN(C)Cc2ccc(-c3ccccc3)cc2)Oc2c(NS(=O)(=O)c3ccccc3)cccc2C1=O | -76% | -5% | ? | -1%
CC(C)(C)n1ncc2c(=O)n(Cc3cc(F)c(Cl)cc3Cl)cnc21 | 2% | -1% | 16% | 7%
COc1cc(OC)cc(-c2c(C#Cc3ccsc3)c3cc(-c4ccc(OC)cc4F)ccc3n2C)c1 | -15% | 6% | 7% | -1%
C=CCN(C(=O)COC(=O)c1cc[n+]([O-])cc1)c1nc(-c2ccccc2)cs1 | 84% | 10% | 11% | ?
CC(=O)Nc1ccc(C(=O)OCC(=O)N(c2ccccc2)C2CCCCC2)cc1 | -44% | -4% | -10% | -6%
CCOC(=O)C1=C(COC(=O)/C=C/c2cccc(F)c2)NC(=O)NC1C (configuration not stated) | -11% | 4% | -2% | 5%
Cc1ccc(NC(=O)c2oc3ccccc3c2COC(C)C)cc1S(=O)(=O)N1CCOCC1 | -68% | -5% | 0% | -5%
Cc1ccc([C@H]2C(C(=O)O)=C[C@@H](CC3CCCC3)N2S(=O)(=O)c2ccc(C)cc2)cc1 | 3% | 2% | -12% | 19%
O=C(NCCOc1ccccc1)c1ccc2c(c1)S(=O)(=O)c1cc(Cl)ccc1C2=O | 7% | -1% | 18% | 2%
O=C(NCCCCc1ccccc1)NC[C@@H]1CC[C@@H](Cc2ccc(-c3ccccc3)cc2)O1 | -10% | -2% | -21% | 27%
COc1ccccc1C(=O)NC(CCSC)C(=O)Nc1ccc(C)c(S(=O)(=O)N2CCOCC2)c1 (configuration not stated) | 8% | -8% | -16% | -6%
C[C@H]1COC(=O)[C@H](Cc2ccc(F)cc2)C/C=C\C[C@@H](CC(=O)N(CCO)Cc2ccccc2)C(=O)N1 | 7% | -3% | 7% | -2%
CC(NC(=O)COC(=O)C12CC3CC(CC(Br)(C3)C1)C2)c1ccccc1 (configuration not stated) | -7% | -5% | 6% | 0%
Cc1ccc(S(=O)(=O)N(C)C)cc1NC(=O)C(C)OC(=O)C1CCC1 (configuration not stated) | 9% | -1% | 9% | -2%
CC(C)(C)OC(=O)C[C@@H]1C/C=C\C[C@H](CC(=O)N[C@H](CO)Cc2ccccc2)C(=O)N[C@H](C(C)(C)C)COC1=O | -19% | -2% | 0% | -7%
O=[N+]([O-])c1ccc(Cl)c(S(=O)(=O)/N=C(/Nc2cccnc2)c2ccccc2)c1 | -3% | 0% | -1% | -12%
CC(=O)NCCc1ccc(C(=O)COC(=O)c2cc(C)oc2C)cc1 | 20% | 0% | 4% | ?
O=c1cc(-c2ccc(O)cc2)oc2c(-c3c(O)cc(O)c4c(=O)cc(-c5ccc(O)cc5)oc34)c(O)cc(O)c12 | -13% | -1% | 7% | 6%
Cc1nc(SCc2nc3ccc(Cl)cc3[nH]2)c2oc3ccccc3c2n1 | -38% | -6% | ? | -2%
Cc1nc(CC(=O)NNS(=O)(=O)c2cccc(Cl)c2Cl)cs1 | -3% | 0% | -1% | 8%
CC[C@@]1(C(=O)OC)N[C@H](CN(C)C(=O)c2ccc(C)cc2)[C@@H]2C(=O)N(C)C(=O)[C@@H]21 | 8% | -1% | 13% | 6%
O=C1C(Cc2ccccc2)Nc2ncnc(N3CCCCC3)c2N1Cc1ccc(Br)cc1 (configuration not stated) | -39%&-30% | -2% | -14% | -2%
CC(=O)c1cccc(OCC(=O)N(C)CC(=O)NCc2ccco2)c1 | -2% | 3% | 11% | 6%
CCN(CC)S(=O)(=O)c1ccc(N2CCOCC2)c(NC(=O)c2ccco2)c1 | -18% | -1% | -1% | -5%
Cc1cc(C)c(C)c(S(=O)(=O)Nc2cccc(S(=O)(=O)Nc3ccccc3C(=O)O)c2)c1C | 3% | 6% | -3% | -1%
CC1CCN(C(=O)c2ncn(C)c2C(=O)N2CCC(C)CC2)CC1 | -2% | 3% | 2% | 0%
Cn1c(N)c(C(=O)CSc2nnc(C3CC3)n2-c2ccccc2)c(=O)[nH]c1=O | -7% | -2% | 4% | 6%
CCC1(c2ccccc2)NC(=O)N(CC(=O)NC2CCCCCC2)C1=O (configuration not stated) | 16% | 1% | 4% | 1%
CCN1C(=O)[C@H]2[C@@H](c3ccc(-c4ccc(OC)cc4)c(OC)c3)N[C@@](CC(C)C)(C(=O)OC)[C@H]2C1=O | -19% | -3% | 6% | 2%
C[C@H](CO)N1C[C@H](C)[C@@H](CN(C)Cc2ccc(Cl)c(Cl)c2)Oc2c(NS(=O)(=O)c3ccc(F)cc3)cccc2C1=O | 0% | -2% | ? | 0%
CC(C)NC(=O)N(C)C[C@@H]1Oc2c(NC(=O)C3CCOCC3)cccc2C(=O)N([C@@H](C)CO)C[C@H]1C | 14% | 3% | 20% | 7%
COc1cc(C)ccc1OCC(=O)OCC(=O)c1[nH]c(C)c(C(C)=O)c1C | -18% | 0% | 2% | 2%
CCCn1nc(C(=O)NNC(=O)c2cccc(C)c2)c2ccccc2c1=O | 35% | -1% | 3% | 1%
CC(C)(C)OC(=O)C[C@@H]1C/C=C\C[C@H](CC(=O)NCCO)C(=O)N[C@@H](Cc2ccccc2)COC1=O | -7% | 6% | 6% | 5%
CCN(CC)S(=O)(=O)c1ccc(NC(=O)COc2cccc(-n3cnnn3)c2)cc1 | -8% | -1% | 0% | -9%
CN(Cc1cccc(F)c1)C(=O)C1CC(=O)N(c2ccc3c(c2)OCCO3)C1 (configuration not stated) | 0% | 3% | -25% | -1%
O=C(Nc1cc(-c2ccccc2)nn1-c1c(Cl)cccc1Cl)c1ccc(F)cc1 | -5% | -2% | ? | -3%
CSc1ccccc1C(=O)OCC(=O)Nc1ccc(N2CCOCC2)cc1 | -6% | 0% | 8% | 3%
CCOc1ccc(NC(=O)COC(=O)c2n[nH]c3ccccc23)cc1 | 60% | 12% | 2% | 29%
CC(C)[C@H](NC(=O)c1ccccc1)C(=O)OCC(=O)NCC1CCCO1 (some centres not stated) | 4% | 1% | -8% | 2%
CC(C)NC(=O)N(C)C[C@@H]1Oc2c(NC(=O)Nc3ccccc3)cccc2C(=O)N([C@H](C)CO)C[C@H]1C | -10% | 1% | -4% | -5%
Cc1ccc(NC(=O)COC(=O)Cc2ccc(Br)cc2)cc1S(=O)(=O)N1CCOCC1 | -34% | 3% | 0% | -9%
CCC/C(=C1/c2ccccc2C(=O)N1c1ccccc1)c1ccc2[nH]ccc2c1 | -80% | -1% | ? | -2%
CCOC(=O)c1ccccc1NC(=O)CSc1nc2ccccc2c(=O)n1CCCN1CCOCC1 | -41% | -11% | -2% | 1%

(list continues)
Structure | BRCA1 expr up | ELG1 genotoxic | uPA surface inh | p53 reactivator
Cn1c(N)c(C(=O)CSc2nnc(C3CC3)n2Cc2ccccc2)c(=O)n(C)c1=O | -2% | -1% | 2% | -5%
CCOC(=O)C1=CNS(=O)(=O)NC1c1cccc(O)c1 (configuration not stated) | 12% | 2% | -2% | 9%
O=C(CN1C(=O)NC2(CCc3ccccc32)C1=O)c1cccs1 (configuration not stated) | 3% | -2% | 3% | -5%
COc1cc(/C=C/C(=O)OCC(=O)NCc2ccc3c(c2)OCO3)cc(OC)c1OC | -3% | 3% | 2% | -4%
O=C(COC(=O)c1cc(Br)ccc1O)NC12CC3CC(CC(C3)C1)C2 | -14% | 0% | -1% | 6%
COc1ccc(CN(C)C(=O)COc2cccc(-n3cnnn3)c2)cc1OC | 4% | 4% | ? | -4%
Cc1cc(=O)[nH]c(SCC(=O)NC2CCCCCC2)n1 | -7% | 3% | 1% | 5%
